Hck Nef HTS – inhibitors of Nef-activated human Hck kinase, primary screen, biochemical, Z-Lyte FRET, 384-well, Hck-YEEI; Recombinant Hck-YEEI plus Nef, Z-Lyte FRET kinase assay; inhibition, % at 20 µM; actives 0.68% (n = 220,000); AID 463187, 2010;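 active = Hck-Nef kinase inhibition above about 50%, limit read from the data; inactive = inhibition below that limit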;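 note: 0% = DMSO with Hck plus Nef and 100% = Hck alone without Nef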
Runt-CBFb FRET – inhibitors of RUNX1 Runt–CBFb binding, primary screen, biochemical, FRET, Cerulean-Runt, Venus-CBFb, uHTS; Runt-related transcription factor 1 (Homo sapiens) + Core-binding factor subunit beta …; Cerulean-Runt/Venus-CBFb FRET ratio 530/480, 1 h; inhibition, % at 20 µM; actives 0.46% (n = 220,000); AID 1496, 2009;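 active = inhibition over about 50% at 20 µM in the single-dose screen, limit read from the data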;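 note: 0% = DMSO wells and 100% = excess unlabeled CBFb competitor control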
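Measured by: fluorescence energy transfer, 422 nm excitation, 530/480 nm emission; test system: Cerulean-tagged RUNX1 Runt domain (FRET donor) fusion protein; buffer or medium: Tris pH 7.5 buffer with BSA; compound: one dose, 20 µM compound, 1% DMSO; times: two 1 h room-temperature incubations shielded from light; benchmarks: unlabeled CBFb 5 µM, positive control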
NPY-Y2 PAM-ag – NPY-Y2 potentiators or agonists, primary screen, cell-based; Neuropeptide Y receptor type 2 (Homo sapiens), P49146; cells expressing NPY-Y2, potentiator/agonist read-out; activation, % at 3.6 µM; actives 0.45% (n = 220,000); in the data active = activation above about 27%;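 note: cells stimulated with NPY near EC25 plus isoproterenol at EC100; 0% = vehicle plus submaximal agonist and 100% = vehicle plus saturating agonist; some results beyond the cut were filed as inactive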
Target sequence (P49146 whole entry, looked up): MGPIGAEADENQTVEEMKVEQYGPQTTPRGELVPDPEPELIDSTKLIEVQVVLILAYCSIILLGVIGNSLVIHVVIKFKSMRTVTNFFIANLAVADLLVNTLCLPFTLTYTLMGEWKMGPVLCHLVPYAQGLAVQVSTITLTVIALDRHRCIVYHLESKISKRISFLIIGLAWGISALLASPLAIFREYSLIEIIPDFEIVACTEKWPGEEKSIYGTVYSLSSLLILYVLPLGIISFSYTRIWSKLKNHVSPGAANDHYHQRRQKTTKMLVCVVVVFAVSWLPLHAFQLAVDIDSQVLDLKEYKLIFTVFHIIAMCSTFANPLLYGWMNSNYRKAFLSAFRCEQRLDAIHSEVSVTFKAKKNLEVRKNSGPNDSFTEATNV
RBBP9 inh – human RBBP9 inhibitors, primary screen, biochemical, fluorescence polarization, FP-Rh probe, HTS; Serine hydrolase RBBP9 (Homo sapiens), O75884; recombinant RBBP9; inhibition, % at 7.94 µM; actives 0.2% (n = 220,000);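 active = inhibition above the campaign mean of all tested compounds plus 3 SD, cut at about 14% in these data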;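 note: plate controls were DMSO wells with RBBP9 for no effect and wells lacking RBBP9 protein for full effect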
Target sequence (O75884 whole entry, looked up): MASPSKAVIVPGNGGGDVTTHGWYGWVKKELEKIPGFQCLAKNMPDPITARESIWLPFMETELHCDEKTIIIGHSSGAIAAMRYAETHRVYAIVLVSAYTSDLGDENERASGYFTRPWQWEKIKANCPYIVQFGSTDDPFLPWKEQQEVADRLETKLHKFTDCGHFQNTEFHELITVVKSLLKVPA
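Measured by – fluorescence polarization · Test system – RBBP9 protein · Input – 2.5 µM RBBP9 dispensing solution, before mixing · Measure – percent inhibition from mP, scaled between DMSO and no-protein wells · Benchmarks – DMSO-treated enzyme wells and wells lacking RBBP9 · Times – preincubation 30 min plus labeling 45 min at 25 °C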
NPY-Y1 PAM-ag – NPY-Y1 receptor potentiators or agonists, primary screen, cell-based | Neuropeptide Y receptor type 1 (Homo sapiens), P25929 | NPY-Y1 expressing cells, potentiator/agonist activation | activation, % at 3.6 µM | actives 0.37% (n = 220,000) | AID 1304, 2008; in the data active = activation above about 33%, passing the limit was not always enough;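 note: cells stimulated with NPY at EC10 then isoproterenol at EC100; 0% = low agonist plus stimulus and 100% = saturating agonist plus stimulus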
Target sequence (P25929 whole entry, looked up): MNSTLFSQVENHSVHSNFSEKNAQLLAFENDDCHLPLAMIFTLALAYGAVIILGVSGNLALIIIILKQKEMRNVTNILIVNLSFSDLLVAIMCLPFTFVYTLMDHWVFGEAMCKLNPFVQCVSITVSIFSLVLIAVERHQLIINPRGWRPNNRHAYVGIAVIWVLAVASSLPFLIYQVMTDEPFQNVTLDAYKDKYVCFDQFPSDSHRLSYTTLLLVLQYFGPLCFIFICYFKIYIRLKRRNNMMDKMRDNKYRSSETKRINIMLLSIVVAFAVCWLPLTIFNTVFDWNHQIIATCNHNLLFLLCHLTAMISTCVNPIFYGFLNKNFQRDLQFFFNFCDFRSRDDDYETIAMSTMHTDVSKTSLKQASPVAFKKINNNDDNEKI
Runt-SMMHC FRET – inhibitors of RUNX1 Runt–CBFb-SMMHC binding, primary screen, biochemical, FRET, Cerulean-Runt, Venus-CBFb-SMMHC, uHTS. AID 1434, 2008. Runt-related transcription factor 1 (Homo sapiens) + Core-binding factor subunit beta …. inhibition, % at 20 µM. actives 0.74% (n = 220,000). Cerulean-Runt/Venus-CBFb-SMMHC FRET ratio 530/480, 1 h;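 active = mean inhibition across duplicate retests at 20 µM reaching about 50%, limit read from the data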;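 note: 0% = DMSO wells and 100% = wells with excess untagged CBFb-SMMHC; inhibitors lower the FRET ratio by blocking Runt binding to CBFb-SMMHC; some results filed as inactive read as strong as hits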
NPY-Y1 antag – NPY-Y1 receptor antagonists, primary screen, cell-based; inhibition, % at 3.6 µM; Neuropeptide Y receptor type 1 (Homo sapiens), P25929; actives 1% (n = 200,000); HEK293-CNG Y1 cells, membrane potential fluorescence; NPY at EC95, then isoproterenol; AID 1040, 2008;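 active = inhibition above the campaign mean inhibition of all tested compounds plus 3 SD, cut at about 20% in these data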;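 note: 0% = DMSO wells given NPY plus isoproterenol and 100% = isoproterenol alone without NPY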
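Material: HEK293 Y1/CNG channel cell line | Also added: NPY (25 nM), isoproterenol (1 µM), Ro 20-1724 (25 µM) | Compound: One concentration, 3.6 µM, in 0.4% DMSO | Schedule: 3 h dye uptake, 1 h room-temperature compound, 45 min post-isoproterenol | Signal: Membrane-potential fluorescent dye readout | Read-out: % inhibition of NPY effect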
p97 ATPase inh – inhibitors of human p97 ATPase, primary screen, biochemical. actives 0.42% (n = 220,000). recombinant p97 ATPase, Kinase-Glo ATP luminescence, 3 h. inhibition, % at 8 µM. Transitional endoplasmic reticulum ATPase (Homo sapiens), P55072; in the data active = inhibition above about 15%;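 note: 0% = DMSO vehicle and 100% = wells lacking enzyme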
Mdm2 ligase inh – MDM2-luciferase reporter signal enhancers, primary screen, MDM2 E3 ligase inhibitor project, cell-based, luminescence, 1536-well. E3 ubiquitin-protein ligase Mdm2 (Homo sapiens), Q00987. signal enhancement, % at 5 µM. cell-based MDM2 ubiquitination luciferase reporter, 2 h; 0 = plate control, 100 = twice control, blank-subtracted. AID 1230, 2008. actives 0.11% (n = 210,000);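 active = signal enhancement of 30% or more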;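 note: luminescence tracks abundance of the self-degrading MDM2-luciferase fusion protein; higher signal means inhibition of MDM2 E3 ligase activity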
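test system = mammalian cells stably expressing self-ubiquitinating, self-degrading MDM2 E3–luciferase fusion | quantity = 2000 cells/well | incubation = cell settling 4 h, compound treatment 2 h, both 37 °C | signal = luminescence with SteadyLite reagent, 15 min at room temperature | evaluation = % enhancement relative to plate controls after blank subtraction | benchmarks = plate controls and plate blanks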
* hit, by the source's call; . = not tested or not shown. Not a hit list. Share with any hit: about 3.5%.

SMILES | Hck Nef HTS | Runt-CBFb FRET | NPY-Y2 PAM-ag | RBBP9 inh | NPY-Y1 PAM-ag | Runt-SMMHC FRET | NPY-Y1 antag | p97 ATPase inh | Mdm2 ligase inh
Cc1c(Cl)cccc1N1C(=O)C2ON(c3ccccc3)C(c3cccnc3)C2C1=O (configuration not stated) | 1.7 | -0.1 | 10.9 | -6.5 | 8.2 | 0.0 | 0.0 | -0.7 | 4.8
O=C(NCCC1=CCCCC1)c1ccc(Cl)c(S(=O)(=O)Nc2ccccc2)c1 | -0.4 | -1.7 | 1.3 | -1.2 | 15.0 | 0.5 | 3.0 | 3.8 | -15.2
O=c1c2ccccc2cnn1Cc1n[nH]c(=S)n1-c1ccccc1F | 9.1 | 6.2 | 0.6 | -3.8 | 13.1 | 1.7 | . | -0.5 | -21.0
CC(C)c1ccc(-n2cccc2/C=C2/C(=N)N3C=CSC3=NC2=O)cc1 | 2.2 | -6.7 | -9.6 | -6.1 | -15.9 | -5.3 | 5.3 | -0.5 | -11.7
COc1ccccc1N(Cc1cc(=O)[nH]c2ccccc12)C(=O)c1cccc([N+](=O)[O-])c1 | 11.1 | -2.4 | -17.9 | -4.2 | 8.3 | -1.8 | . | 7.9 | -2.7
O=C(COc1ccccc1Br)NCc1ccccn1 | 3.0 | 0.8 | -7.3 | -1.1 | 3.7 | -1.9 | -1.7 | 2.3 | -16.6
O=C(CSc1nnc(C2CC2)n1Cc1ccccc1)N1CCN(S(=O)(=O)c2ccccc2)CC1 | 1.6 | -2.2 | 9.1 | -4.1 | 4.6 | 3.3 | -4.2 | 1.5 | -3.8
O=C(CN1CCN(Cc2ccccc2)C1=O)NCc1cccs1 | 1.9 | 0.2 | 6.6 | 0.5 | -0.9 | 1.4 | 1.9 | 0.2 | -12.0
COc1cccc(NC(=O)N2CCCC2C(=O)NCC(C)C)c1 (configuration not stated) | 0.1 | -0.8 | 15.8 | -3.5 | 7.0 | -4.8 | 19.6 | 2.3 | -14.2
C=CCn1c(N)cc(=O)nc1SCC(=O)N1CCN(c2ccc(F)cc2)CC1 | 0.0 | 0.9 | 2.9 | -5.2 | -4.7 | -1.7 | 11.7 | 2.2 | -13.3
CCC(=O)Oc1ccc(C(=O)Nc2ccc3c(c2)OCO3)cc1 | 0.1 | -1.2 | -4.4 | -0.1 | 9.2 | 3.2 | -1.3 | -7.5 | -14.6
COc1ccc(O)c(C(=O)c2cnn(C(=O)c3cc(C)oc3C)c2)c1 | 38.5 | -1.1 | -13.1 | -7.2 | -5.9 | -0.2 | -1.0 | 10.5 | -10.2
CC(Oc1ccc(Cl)cc1Cl)C(=O)/C=C/N(C)C (configuration not stated) | 1.6 | -1.4 | -8.8 | 2.5 | 21.9 | -0.6 | 3.7 | -1.8 | -9.6
COc1cc(C(=O)NCc2ccncc2)cc(OC)c1OC | 15.9 | -0.5 | -9.0 | -9.3 | -0.6 | 3.6 | 2.6 | -1.0 | -8.4
O=C1C(c2ccncc2)N(CCC2=CCCCC2)C(=O)CN1C1CCCCC1 (configuration not stated) | 1.3 | -1.7 | 5.8 | -6.0 | -30.3 | 2.9 | 11.0 | -4.3 | -9.6
CNC(=O)NCCN1CCCC1=O | 0.4 | -1.3 | -11.5 | -3.4 | -4.5 | -2.0 | 4.5 | -2.6 | -9.1
O=C(c1cccs1)N1CCN(S(=O)(=O)N2CCCCC2)CC1 | 8.4 | -0.2 | 10.2 | -0.2 | 2.9 | -5.3 | 5.2 | 5.2 | -12.5
Cc1cc(C)cc(NC(=O)CSCc2nc3c(nnn3Cc3ccc(F)cc3)c(=O)[nH]2)c1 | -7.3 | . | -21.7 | -5.8 | -24.5 | . | 6.1 | -4.0 | .
CC1CC(C)CN(CC(O)COc2ccc3c(c2)CCC3)C1 (configuration not stated) | -0.8 | -0.9 | -13.8 | -6.7 | -47.8 | -0.4 | 7.9 | -9.9 | .
CCN(CC)CCN1C(=O)C(O)=C(C(=O)c2sc(C)nc2C)C1c1cccnc1 (configuration not stated) | 0.5 | 2.1 | 4.1 | -1.8 | -13.2 | 0.4 | -4.2 | 5.4 | -24.8
CNCC(=O)N(CC(C)C)c1c(N)n(CC(C)C)c(=O)[nH]c1=O | 1.7 | 8.0 | 3.8 | -8.6 | -2.7 | 55.9* | 3.2 | -3.6 | -17.2
CCC(=O)NC(=S)Nc1ccc(NC(=S)NC(=O)c2ccc(C)cc2)cc1 | 28.7 | 3.9 | 0.3 | -4.6 | -8.6 | -0.1 | 3.5 | 9.9 | 1.0
CC(=O)C1C(c2ccc3ncccc3c2)NC(=O)NC1(O)C(F)(F)F (configuration not stated) | 52.4* | -0.1 | 1.8 | 1.7 | -17.0 | -0.9 | 3.6 | 8.0 | -1.0
COC1=CC(=O)OC12CCCCC2 | 2.1 | -2.5 | 6.3 | -3.3 | -5.0 | 1.2 | -1.2 | 2.3 | -21.0
CCOC(=O)CNC(=S)n1cnc(N)n1 | 17.1 | 2.0 | 0.0 | -1.9 | -14.7 | 3.3 | 0.9 | -5.1 | -1.7
CN1CCN(NC(=O)CC(C)(C)C)CC1 | 2.0 | 1.1 | 8.4 | 4.2 | 8.3 | 2.9 | 2.3 | -0.3 | -21.1
CCn1c(C)nc2cc(C(=O)N=Nc3c(O)[nH]c4ccccc34)ccc21 | 8.4 | -4.7 | -11.4 | 13.0 | -4.6 | -1.8 | -4.5 | 7.6 | -4.1
Cc1ccc(NC(=O)c2cccs2)cc1 | 7.6 | -0.5 | 9.2 | 3.8 | 10.2 | -1.0 | -1.8 | 3.3 | -7.4
COn1c(-n2nc(C)cc2C)nc2ccccc2c1=O | 1.8 | -1.3 | 1.8 | -3.9 | 3.9 | 0.0 | 2.8 | 6.3 | -2.7
COC(=O)[C@H](Cc1ccccc1)NC(=O)NCc1ccccc1OC | -4.2 | 0.9 | 12.7 | -9.5 | 8.8 | 3.4 | -3.5 | -6.5 | .

2 compounds picked at random from those above, as already listed:
SMILES | Hck Nef HTS | Runt-CBFb FRET | NPY-Y2 PAM-ag | RBBP9 inh | NPY-Y1 PAM-ag | Runt-SMMHC FRET | NPY-Y1 antag | p97 ATPase inh | Mdm2 ligase inh
CCC(=O)NC(=S)Nc1ccc(NC(=S)NC(=O)c2ccc(C)cc2)cc1 | 28.7 | 3.9 | 0.3 | -4.6 | -8.6 | -0.1 | 3.5 | 9.9 | 1.0
O=C(c1cccs1)N1CCN(S(=O)(=O)N2CCCCC2)CC1 | 8.4 | -0.2 | 10.2 | -0.2 | 2.9 | -5.3 | 5.2 | 5.2 | -12.5

Going on with the list:
SMILES | Hck Nef HTS | Runt-CBFb FRET | NPY-Y2 PAM-ag | RBBP9 inh | NPY-Y1 PAM-ag | Runt-SMMHC FRET | NPY-Y1 antag | p97 ATPase inh | Mdm2 ligase inh
COc1cc(C2C3=C(Nc4ncnn42)c2ccccc2CC3)cc(OC)c1OC (configuration not stated) | 1.8 | 1.8 | -48.4 | 5.5 | -16.8 | 10.9 | -14.3 | -1.7 | -21.3
Nc1ccc2nc(C(F)(F)F)[nH]c2c1 | 20.6 | 5.2 | -6.1 | 3.3 | -10.3 | 0.8 | 0.5 | 5.8 | 4.8
COc1ccc(N2C(=O)[C@@H]3[C@H](C2=O)[C@H](C(=O)c2ccc(OC(C)=O)cc2)N2N=CC=C[C@@H]32)cc1 | 2.0 | 0.5 | 1.0 | -6.2 | 2.0 | -2.0 | -1.6 | 3.7 | -11.7
O=C(CSc1nnc(Cc2ccccc2)o1)N1CCOCC1 | 2.4 | -1.0 | -19.7 | -3.4 | -8.4 | -0.2 | -7.1 | 0.7 | -16.1
O=C(CSc1nnc(CNc2ccccc2)o1)N1CCCc2ccccc21 | 2.6 | 1.1 | 14.7 | -6.3 | -1.1 | 0.4 | -3.9 | 4.6 | -5.1
NC1=NC(=O)/C(=C\c2ccc(O)c([N+](=O)[O-])c2)S1 | 19.4 | -0.5 | -6.6 | -4.3 | -14.2 | 3.6 | -0.6 | -8.0 | -11.1
Cc1cccc(NC(=O)c2cn(-c3ccccc3)nc2-c2ccccc2)c1 | 0.9 | 0.6 | 14.4 | -8.4 | -15.6 | 6.9 | 7.3 | 0.7 | 4.6
COc1cccc(C2CC(c3ccc(Br)cc3)=NN2C(=O)c2ccncc2)c1OC (configuration not stated) | -5.0 | . | -2.6 | 2.2 | -8.7 | -7.4 | 8.0 | -2.0 | -15.6
CCCOc1ccc(CNC(=O)Cn2c(=O)oc3ccccc32)cc1 | 15.7 | -0.7 | -9.3 | 2.1 | -13.7 | -1.7 | 1.6 | -4.0 | -8.2
CC1=CC2=NC(=O)/C(=C/c3coc4ccccc4c3=O)C(=N)N2O1 | -130.5 | -130.7 | -28.1 | -5.0 | 2.9 | -100.8 | . | -4.1 | -0.4
O=C(Nc1ccc2nc(-c3ccccc3)oc2c1)c1ccco1 | -0.2 | 0.0 | -6.0 | -5.2 | 18.7 | 0.1 | -2.0 | -7.9 | -8.4
C=CCN(c1ccc(F)cc1)S(=O)(=O)c1cc(C(=O)OCC(=O)N(C)C2CCS(=O)(=O)C2)ccc1Cl (configuration not stated) | 16.2 | -3.0 | -2.7 | 6.2 | 7.1 | -10.6 | . | -1.1 | .
CCCOc1ccc(N2C(=O)CC(SCc3nc4ccccc4[nH]3)C2=O)cc1 (configuration not stated) | 10.0 | 5.9 | -30.2 | -12.0 | 11.1 | 7.3 | -8.4 | -3.1 | -93.0
CC(=O)n1cc(Nc2ccc([N+](=O)[O-])cc2)c2ccccc21 | 107.6* | -1.4 | -18.0 | -2.4 | -13.2 | -4.3 | -2.0 | -3.9 | -7.0

Compound activity (PubChem BioAssay)
